Assay outcomes: PubChem BioAssay, Sanford-Burnham Center for Chemical Genomics
EphA4 KYL inhibition: inhibitors of EphA4 binding to KYL peptide, primary screen, biochemical, colorimetric, mouse EphA4 (AID 689); EphA4-AP binding to KYL peptide, pNPP A405; higher % means a stronger effect; 62,000 tested, 0.1% active; inhibition, % at 10 µM, or IC50 in µM where a hit was titrated; Ephrin type-A receptor 4 (Mus musculus); in the data active means a potency from the dose series; inactive means the rest, 99 in 100 with inhibition below about 22%
The depositor's hits bear a star. These rows are one share of the data; count on the stated rates, not on these rows.

| EphA4 KYL inhibition | smiles |
| --- | --- |
| -2% | Cc1ccc(C(=O)NNc2nc3ccccc3nc2C(F)(F)F)cc1 |
| -7% | CCc1ccc(CNC(=O)CCc2nc(-c3cccs3)no2)cc1 |
| -16% | CN1CCN(S(=O)(=O)c2ccc3c4c(cccc24)C(=O)N3)CC1 |
| 3% | c1ccc2c(c1)NC(CN1CCOCC1)CO2 (configuration not stated) |
| -3% | CC(C)(C)NC(=O)NC(=O)COC(=O)c1cc(=O)[nH]c2ccccc12 |
| -11% | Cc1c2cnn(-c3ccccc3)c(=O)c2c(C)n1CCCC(=O)N1CCN(C)CC1 |
| 5% | CC(C(=O)c1ccccc1)n1c(N2CCOCC2)nc2c1c(=O)n(C)c(=O)n2C (configuration not stated) |
| -2% | COc1ccc(-c2cc(-c3cc(Cl)ccc3O)[nH]n2)cc1OC |
| -12% | CCOC(=O)CSc1nnc([C@H](Cc2ccccc2)NC(=O)OC(C)(C)C)o1 |
| -9% | COc1cc(OC)cc(C(C)=O)c1 |
| -10% | COc1ccc(OC)c(S(=O)(=O)N2CCN(c3ccccn3)CC2)c1 |
| -4% | COc1ccc(CC(=O)NNC(=O)c2ccc(SCc3cc(F)ccc3F)c([N+](=O)[O-])c2)cc1 |
| -2% | C=CCn1c(C)cc(C(=O)CSc2nnc3c(Cl)cc(Cl)cn23)c1C |
| 26% | COc1ccc(OC)c(NC(=O)C(Sc2ccccc2)c2ccccc2)c1 (configuration not stated) |
| -8% | CCN(CC)S(=O)(=O)c1ccc(C(=O)NCc2nnc(SCC(=O)OC)n2C)cc1 |
| -14% | O=C(NCC(=O)N(Cc1cccs1)C(C(=O)NC1CCCC1)c1ccco1)c1cccs1 (configuration not stated) |
| 18% | COc1cc(/C=C2/SC(=S)N(c3ccccc3)C2=O)cc(Cl)c1OCc1ccccc1 |
| -4% | Cc1noc(C)c1S(=O)(=O)NCc1ccc2c(c1)OCO2 |
| 2% | CCOC(=O)N1CCC(NC(=O)c2ccc3c(c2)N(Cc2ccccc2)CCS3)CC1 |
| -6% | COC(=O)c1c(C(=O)NCc2ccccc2)ncn1CC(O)COc1ccccc1 (configuration not stated) |
| 4% | COc1ccc(/C=C2\N=C(c3c(-c4ccccc4)noc3C)OC2=O)cc1OC |
| -4% | CC(=O)c1ccc(Nc2ncnc3c2oc2ccccc23)cc1 |
| -24% | CN1CCN(Cc2c(O)ccc3c(-c4ccccc4)cc(=O)oc23)CC1 |
| -5% | CC(=O)NS(=O)(=O)c1ccccc1 |
| -8% | Cc1cccc(/C=C2/C(=O)/C(=C/c3ccccc3C)C3CCC2N3C)c1 (configuration not stated) |
| -1% | O=[n+]1c2c(n([O-])c3cc(F)c(N4CCCC4)cc31)CCCC2 |
| -12% | OCCN1CCOCCN(CCO)CCN(CCO)CC1 |
| 10% | CN(C)S(=O)(=O)c1ccc2[nH]cc(/C=C/c3nc4ccccc4c(=O)n3-c3ccccc3)c2c1 |
| -6% | CCOC(=O)C1=C(CSc2nccn2C)NC(=O)NC1c1cc(C)ccc1C (configuration not stated) |
| -13% | COC(=O)c1sccc1NC(=O)CN1CCN(c2ccc(F)cc2)CC1 |
| -6% | Cc1nc(NC(=O)CN(C)S(=O)(=O)c2ccc(Br)cc2)sc1C |
| 1% | Cc1ccc(F)c(NC(=O)C2CC(=O)N(c3ccc(Cl)cc3)C2)c1 (configuration not stated) |
| -6% | CSc1ccccc1NC(=O)c1ccccc1N(Cc1ccccc1)S(C)(=O)=O |
| -12% | COC(=O)C1=C(NC(=O)c2ccc(C)c(C)c2)CCS1 |
| -8% | COc1cc(NC(=S)Nc2cccc(Cl)c2Cl)c(OC)cc1Cl |
| -8% | COc1ccc(C(N)CCc2ccc(C)o2)cc1 (configuration not stated) |
| -6% | O=C(Nc1ccc(Cl)cn1)C1CCCN1S(=O)(=O)c1cccc2ccccc12 (configuration not stated) |
| -10% | O=C(NCC1CCCO1)c1cc2ccccc2[nH]1 (configuration not stated) |
| -10% | CCn1c(C)cc2c(c1=O)C(c1ccc3c(c1)OCO3)C(C#N)=C(N)O2 (configuration not stated) |
| -13% | COC(=O)c1ccc(CSc2nnc3ccccn23)o1 |
| 5% | CN1CCN(CC(C)(C)NS(=O)(=O)c2ccc(Cl)cc2)CC1 |
| -7% | CC(C)CCn1c(SCC(N)=O)nc2c1c(=O)n(C)c(=O)n2C |
| -7% | Cn1c(N)c(C(=O)COC(=O)Cn2cc(C(F)(F)F)ccc2=O)c(=O)n(C)c1=O |
| -10% | Cc1ccc(S(=O)(=O)NC(=NCC(=O)O)c2ccccc2)cc1 |
| -12% | CC1CCCN(C(=O)Cc2ccc(Br)cc2)C1 (configuration not stated) |
| -4% | O=C(COC(=O)c1cccc(S(=O)(=O)N2CCOCC2)c1)Nc1nc(-c2ccccc2Cl)cs1 |
| -1% | COCCNC(=O)c1c(CSc2ccc(F)cc2)noc1C(=O)NCc1ccccc1 |
| -12% | O=C(NCc1ccco1)C(c1cccs1)N(Cc1ccccc1)C(=O)Cn1nnc2ccccc21 (configuration not stated) |
| -9% | Cc1ncc(C23CC4CC(CC(C4)C2)C3)[nH]1 |
| -6% | CCN1CCN(Cc2c(O)ccc3c(=O)c(-c4ccccc4OC)coc23)CC1 |
| 8% | Cc1nn(-c2ccccc2)c2c1C(c1ccco1)C(C#N)=C(N)O2 (configuration not stated) |
| -10% | Cc1cccc2cc3c(N)c(C#N)sc3nc12 |
| -8% | COc1ccc(C2N3CC4(C)CN2CC(C)(C3)C4)cc1OC (configuration not stated) |
| -6% | CCOCCCNc1nc(=S)[nH]c2cc(OC)c(OC)cc12 |
| 2% | CCOc1ccc(OCC)c(-c2c(=O)n(OCc3ccc(Cl)cc3)c3ccccc3[n+]2[O-])c1 |
| -7% | CCOC(=O)c1ccc(NC2c3ccccc3C(=O)N2c2ccc(C)cn2)cc1 (configuration not stated) |

Continuation.
| EphA4 KYL inhibition | smiles |
| --- | --- |
| -3% | COc1ccc(S(=O)(=O)NCCC(=O)NCc2ccccc2)cc1 |
| 3% | O=C(NCCc1ccccc1)C1CCCN(S(=O)(=O)c2cccnc2)C1 (configuration not stated) |
| -10% | COc1ccc(C(=S)N(C)C)cc1OC |
| -8% | C=CCSc1nc(C)c(CC(=O)OCC(C)C)c(=O)[nH]1 |
| 7% | COc1ccccc1OCC(=O)Nc1ccc(S(=O)(=O)N2CCCCCC2)cc1 |
| -14% | O=C(Nc1cc(Sc2ccccn2)cc([N+](=O)[O-])c1)c1ccc(Cl)cc1 |
| -9% | Cc1ccc(-n2nnnc2SCC(=O)NNC(=O)c2ccco2)c(C)c1 |
| -15% | COc1cc(C(=O)NCC2CCCO2)ccc1OCc1c(C)noc1C (configuration not stated) |

Exported tab-delimited: 22 of the compounds above.
mol	EphA4 KYL inhibition
Cn1c(N)c(C(=O)COC(=O)Cn2cc(C(F)(F)F)ccc2=O)c(=O)n(C)c1=O	-7%
Cc1ccc(S(=O)(=O)NC(=NCC(=O)O)c2ccccc2)cc1	-10%
CC1CCCN(C(=O)Cc2ccc(Br)cc2)C1 (configuration not stated)	-12%
O=C(COC(=O)c1cccc(S(=O)(=O)N2CCOCC2)c1)Nc1nc(-c2ccccc2Cl)cs1	-4%
COCCNC(=O)c1c(CSc2ccc(F)cc2)noc1C(=O)NCc1ccccc1	-1%
O=C(NCc1ccco1)C(c1cccs1)N(Cc1ccccc1)C(=O)Cn1nnc2ccccc21 (configuration not stated)	-12%
Cc1ncc(C23CC4CC(CC(C4)C2)C3)[nH]1	-9%
CCN1CCN(Cc2c(O)ccc3c(=O)c(-c4ccccc4OC)coc23)CC1	-6%
Cc1nn(-c2ccccc2)c2c1C(c1ccco1)C(C#N)=C(N)O2 (configuration not stated)	8%
Cc1cccc2cc3c(N)c(C#N)sc3nc12	-10%
COc1ccc(C2N3CC4(C)CN2CC(C)(C3)C4)cc1OC (configuration not stated)	-8%
CCOCCCNc1nc(=S)[nH]c2cc(OC)c(OC)cc12	-6%
CCOc1ccc(OCC)c(-c2c(=O)n(OCc3ccc(Cl)cc3)c3ccccc3[n+]2[O-])c1	2%
CCOC(=O)c1ccc(NC2c3ccccc3C(=O)N2c2ccc(C)cn2)cc1 (configuration not stated)	-7%
COc1ccc(S(=O)(=O)NCCC(=O)NCc2ccccc2)cc1	-3%
O=C(NCCc1ccccc1)C1CCCN(S(=O)(=O)c2cccnc2)C1 (configuration not stated)	3%
COc1ccc(C(=S)N(C)C)cc1OC	-10%
C=CCSc1nc(C)c(CC(=O)OCC(C)C)c(=O)[nH]1	-8%
COc1ccccc1OCC(=O)Nc1ccc(S(=O)(=O)N2CCCCCC2)cc1	7%
O=C(Nc1cc(Sc2ccccn2)cc([N+](=O)[O-])c1)c1ccc(Cl)cc1	-14%
Cc1ccc(-n2nnnc2SCC(=O)NNC(=O)c2ccco2)c(C)c1	-9%
COc1cc(C(=O)NCC2CCCO2)ccc1OCc1c(C)noc1C (configuration not stated)	-15%

Following part:
| EphA4 KYL inhibition | smiles |
| --- | --- |
| -7% | CC(C)(C)N1C(=O)c2ccc(C(=O)Nc3cccc(C(=O)O)c3)cc2C1=O |
| -6% | CCOc1ccccc1C1C(C(=O)OC)=CN(C)C=C1C(=O)OC |
| 2% | CCOc1ccc(-c2nnn(CC(=O)c3ccc4c(c3)OCCO4)n2)cc1OCC |
| 2% | O=C(N/C(=C\c1cccnc1)C(=O)N1CCOCC1)c1cccc(Br)c1 |
| -10% | Cc1ccnc(N2CCC(C(=O)Nc3ccc(Oc4ccccc4)cc3)CC2)n1 |
| 0% | O=C(NCCc1c[nH]c2ccccc12)C1CCC(Cn2c(=S)[nH]c3ccccc3c2=O)CC1 (configuration not stated) |
| -8% | CN1CCc2nc(NC(=O)c3cccc(OC(F)F)c3)sc2C1 |
| -3% | CC(C)OC(=O)/C(=C\C=C\c1ccccc1)NC(=O)c1ccccc1 |

Continued, starting with the last 2 of the part before.
| EphA4 KYL inhibition | smiles |
| --- | --- |
| -8% | CN1CCc2nc(NC(=O)c3cccc(OC(F)F)c3)sc2C1 |
| -3% | CC(C)OC(=O)/C(=C\C=C\c1ccccc1)NC(=O)c1ccccc1 |
| -8% | c1ccc(NC2=Nc3ccccc3CC2)cc1 |
| 6% | O=C(Nc1ccc(Cl)cn1)c1cc2ccccc2o1 |
| -1% | COc1ccc(NC(=O)c2ccc(I)cc2)c(OC)c1 |
| -3% | CCc1ccccc1NC(=O)CN(C)Cc1nc(N)nc(Nc2ccccc2C)n1 |
| -14% | Cc1cccc(OCC(=O)OCC(=O)c2c(N)n(C)c(=O)n(C)c2=O)c1 |
| 2% | Cc1ccc(S(=O)(=O)N(CCc2ccccc2)CC(=O)NCc2ccco2)cc1 |
